Screening data (PubChem BioAssay)
HTR1A agonist = agonists of human 5-HT1a serotonin receptor; P08908; CHO 5-HT1a Ga15 NFAT-bla reporter, FRET ratio; 0% basal, 100% maximal reference agonist; activation, % at 10 µM; 65,000 tested, 0.56% active;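 active means activation above the screen-wide mean activation plus 3 SD, cut at about 19% in these data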;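 further: 0% = DMSO wells and 100% = 5-CT at EC100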
TNAP act DEA = activates human TNAP at intermediate phosphate acceptor concentration. 64,000 tested, under 10 active. activation factor at 20 µM. AID 813. P05186. purified TNAP, CDP-star luminescence, 100 mM DEA, 30 min; hits give high values; scale: 0 levamisole-inhibited, 1 vehicle-only enzyme;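 active means activation factor of at least 2 at 20 µM, relative to controls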
NADH enzymes = blocks coupling enzymes of NAD/NADH assays; AID 774; IC50, µM (titrated, usually from 10 µM), for inactives: at the top dose inhibition; coupled PK/LDH NADH assays, four targets; 65,000 tested, 0.02% active;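 active means single-dose screening hits from any of four coupled enzyme assays that gave an IC50 when retested across doses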;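 further: the DPM-DC format reads NADH fluorescence rather than 340 nm absorbance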
5HT1a antag = antagonists of human 5-HT1a serotonin receptor | CHO 5-HT1a Ga15 NFAT-bla reporter, antagonist mode | inhibition, % at 10 µM | 62,000 tested, 0.68% active;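 active means inhibition above the mean of all tested compounds plus 3 SD, cut at about 43% in these data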;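 further: receptor stimulated by 5-CT agonist at 100 nM near EC80; beta-lactamase reporter measured by ratiometric fluorescence of a cleavable substrate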
Abs 340nm = compound absorbs light at 340 nm | 65,000 tested, under 10 active | AID 708 | fold change at 10 µM | compound absorbance at 340 nm, fold over control;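 active means at 10 µM dose, initial 340 nm absorbance at least 2 fold that of control wells; inactive means change under 2 fold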;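 further: initial absorbance extrapolated from kinetic A340 decline of NADH oxidation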
RORa activator = activators of human nuclear receptor RORA | CHO-K1 Gal4-RORA LBD luciferase reporter, luminescence; percent increase over mock-subtracted basal signal | activation, % at 10 µM | 65,000 tested, 1.5% active | P35398;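 active means activation above the mean of all tested compounds plus 3 SD, cut at about 49% in these data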;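 further: 0% = DMSO-treated RORA cells and 100% = added signal equal to DMSO minus mock-transfected cells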
Target sequence (P35398 whole entry, looked up, the tested form may be a part): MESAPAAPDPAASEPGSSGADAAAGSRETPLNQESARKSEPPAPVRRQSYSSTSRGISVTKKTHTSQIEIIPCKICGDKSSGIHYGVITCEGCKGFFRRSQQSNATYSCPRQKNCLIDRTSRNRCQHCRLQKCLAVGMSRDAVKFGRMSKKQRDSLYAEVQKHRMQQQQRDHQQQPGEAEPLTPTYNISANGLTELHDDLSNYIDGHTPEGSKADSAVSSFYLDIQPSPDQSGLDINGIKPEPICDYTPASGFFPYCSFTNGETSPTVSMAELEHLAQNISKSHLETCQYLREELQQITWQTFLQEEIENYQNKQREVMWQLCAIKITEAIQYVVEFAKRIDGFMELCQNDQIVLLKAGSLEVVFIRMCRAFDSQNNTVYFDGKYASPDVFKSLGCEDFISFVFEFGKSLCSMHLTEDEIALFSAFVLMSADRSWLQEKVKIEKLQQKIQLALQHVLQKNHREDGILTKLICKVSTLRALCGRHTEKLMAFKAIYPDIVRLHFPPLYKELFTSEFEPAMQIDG
SF1 activator = activators of human nuclear receptor SF-1; 65,000 tested, 1.9% active; CHO-K1 Gal4-SF-1 LBD luciferase reporter; % increase over DMSO SF-1-specific signal; activation, % at 10 µM; AID 522;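 active means activation above the mean activation of all tested compounds plus 3 SD, cut at about 50% in these data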
Target sequence (Q13285 whole entry, looked up, the tested form may be a part): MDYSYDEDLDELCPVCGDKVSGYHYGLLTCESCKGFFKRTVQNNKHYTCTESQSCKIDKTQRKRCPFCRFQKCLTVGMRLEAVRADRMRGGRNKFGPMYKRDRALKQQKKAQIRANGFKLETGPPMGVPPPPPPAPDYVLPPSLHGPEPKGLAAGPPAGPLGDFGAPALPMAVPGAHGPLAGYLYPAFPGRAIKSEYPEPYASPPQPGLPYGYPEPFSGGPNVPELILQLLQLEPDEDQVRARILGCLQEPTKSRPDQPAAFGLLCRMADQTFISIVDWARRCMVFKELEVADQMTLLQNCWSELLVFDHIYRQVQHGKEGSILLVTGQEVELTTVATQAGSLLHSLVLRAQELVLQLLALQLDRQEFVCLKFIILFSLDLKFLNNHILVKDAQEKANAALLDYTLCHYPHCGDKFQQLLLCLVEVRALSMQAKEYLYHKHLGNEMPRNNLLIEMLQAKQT
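Assay system: CHO-K1 cells co-transfected with Gal4 DBD–human SF-1 LBD, 5xGal4 luciferase reporter / Input: 4,000 cells per well / Incubation: 20 h compound exposure at 37 °C after 1 h cell settling / Detection: SteadyLite luciferase luminescence / Control set: DMSO negative control and −SF1 background wells / Replication: one test per compound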
Autofluor 339 = intrinsic fluorescence of library compounds, ex339/em460 – biochemical, MLSMR library, data from DPM-DC assay, artefact control, profiling panel. fluorescence fold increase at 10 µM. compound autofluorescence, ex339/em460 nm, NADH buffer; hits give high values; 1 = no-compound wells, NADH background. 65,000 tested, 5.5% active;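 active means at 10 µM, mean starting fluorescence two-fold or more over control wells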;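 further: signal is the first read of a kinetic run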
MMP13 inh = inhibitors of human MMP13. MMP-13 fTHP FRET cleavage, Mca fluorescence. inhibition, % at 4 µM. 65,000 tested, 0.07% active. AID 570;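 active means inhibition above the mean of compound-free control plate wells plus 3 SD, cut at about 14% in these data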;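 further: 0% = DMSO wells and 100% = wells with reference MMP-13 inhibitor after basal subtraction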
An asterisk follows results filed as active; / = not tested or not shown; [ ] = dose if it differs, or a comment.

SMILES	HTR1A agonist	TNAP act DEA	NADH enzymes	5HT1a antag	Abs 340nm	RORa activator	SF1 activator	Autofluor 339	MMP13 inh
CCOC(=O)N1CCC(Nc2c(NCCCN(C)Cc3ccccc3)c(=O)c2=O)CC1	-1.8	0.9	11.0%	-8.1	1.02	-2.4	4.9	0.74	5.7
Cc1ccc2oc(=O)c3cnn(CC(=O)N4CCCCC4C)c3c2c1 (configuration not stated)	-1.8	1	1.0%	-1.9	0.99	-0.6	10.1	1.03	0.9
O=c1[nH]c(CS(=O)(=O)c2ccccc2)nc2ccccc12	-0.2	/	8.0%	-6.5	1.04	-10.5	-8.5	1.38	2.8
Nc1c(C(=O)NCCN2CCOCC2)c2nc3ccccc3nc2n1-c1ccccc1	2.3	0.9	8.0%[fluoresces]	1.8	1.01	-14.8	5.8	3.91*	-105.7[fluorescence artefact?]
O=C(Nc1ccc2c(c1)OCO2)c1c(F)c(F)c(F)c(F)c1F	-5.0	0.9	1.0%	-2.9	1.09	-10.0	-2.3	1.08	0.3
CN(c1ccccc1)S(=O)(=O)c1cccc(C(=O)N2CCN(c3ccccn3)CC2)c1	-0.3	1	3.0%	6.4	1.05	-0.6	-9.0	1.1	1.4
CCOc1ccc(C2CC(c3cccc(C)c3)n3nc(N)nc3N2)cc1 (configuration not stated)	0.1	0.5	17.0%	1.4	1.03	-4.2	11.5	1	5.1
O=C(CCCN1C(=O)c2ccccc2C1=O)NCc1cccnc1	-0.5	0.9	2.0%	-8.2	1	5.0	18.0	1.09	-6.0
Cc1ccc(S(=O)(=O)N2CCN(Cc3cc(C(C)C)ccc3O)CC2)cc1	-2.4	0.9	7.0%	-6.1	0.98	10.6	-11.4	1.13	1.6
Cc1ccc(-c2nnc(N(C)C(=O)c3ccncc3)s2)cn1	-1.6	0.9	1.0%	-7.1	1.03	9.5	14.3	1.25	-2.0
Cc1nn(-c2nc3ccccc3s2)c(N)c1-c1ccccc1	-0.6	0.9	4.0%	16.2	1.07	43.3	60.0*	1.11	2.6
CCc1ccc(NC2=NCC(=O)N2c2ccc3c(c2)OCCO3)cc1	2.1	1	7.0%	-17.8	0.99	-9.5	1.0	1.03	-2.1
CCOC(=O)C1=C(C)Nc2nc(SCc3cccnc3)nn2C1c1ccc(OC)cc1 (configuration not stated)	0.1	1	1.0%	-8.6	1.03	-6.7	16.5	1.11	-1.6
Nc1ccc(-n2nnnc2-c2ccco2)cc1	-0.4	1.1	8.0%	0.9	1.01	-8.5	-0.5	1.07	-0.9
CCOC(=O)N1CCC(NC(=O)CSc2cc(=O)n(C)c3ccc(Cl)cc23)CC1	-6.4	1	6.0%	-5.2	0.99	-29.4	-0.9	1.1	-0.8
Cc1oc(-c2cccc(Cl)c2)nc1CN1CCCC(C(=O)NC(C)c2ccc3c(c2)OCCO3)C1 (configuration not stated)	1.9	0.9	3.0%	27.3	1.08	33.3	-0.8	1.08	-3.7
CCCCNC(=O)Nc1ccnn1C1CCCCC1	-0.1	0.9	4.0%	-6.7	0.97	-9.5	5.4	1	5.8
CCn1c(SCC(=O)N2CCOCC2)nnc1-c1cccs1	-2.1	0.8	7.0%	-1.5	1.03	-14.7	-8.4	1.11	9.9
Cn1nccc1C(=O)c1ccc(Cl)cc1	-1.6	0.9	5.0%	-1.1	1.02	15.7	-9.5	1.03	-6.8
COc1cccc(OCCN2CCN(c3ncnc4c3cnn4-c3ccccc3)CC2)c1	5.6	0.9	1.0%	/	1.04	14.7	-5.5	1.13	-3.6
Cc1cccc(C(=O)N2CCN(Cc3ccc4c(c3)OCO4)CC2)c1	-3.0	0.9	1.0%	4.0	1.05	5.9	9.8	1.1	-1.0
CCOC(=O)C1CCN(C(c2cccs2)c2sc3nc(C)nn3c2O)CC1 (configuration not stated)	-1.3	1.1	8.0%	6.0	1.1	-15.9	-3.3	1.07	0.3
CCC(c1nnnn1Cc1cccs1)N1CCN(c2nc3ccccc3s2)CC1 (configuration not stated)	1.1	0.9	4.0%	17.5	1	4.9	25.0	1.06	-2.6
CCc1ccccc1NC(=O)C(CC)Sc1nc2cc3c(cc2c(=O)n1Cc1ccco1)OCO3 (configuration not stated)	1.7	0.9	2.0%	3.6	1	-12.9	-15.5	1.03	3.3
CCOC(=O)N1CCN(C(=O)Cn2ccc3ccccc3c2=O)CC1	0.6	1	3.0%	-2.0	0.98	3.7	-17.9	1.24	-4.7
Next part.
SMILES	HTR1A agonist	TNAP act DEA	NADH enzymes	5HT1a antag	Abs 340nm	RORa activator	SF1 activator	Autofluor 339	MMP13 inh
Cc1cccc(OCCC(=O)NCC(c2ccccc2)N(C)C)c1 (configuration not stated)	-4.0	1	5.0%	15.5	1	-7.4	-16.6	1.15	-2.2
O=C(NCCc1ccncc1)C(F)(F)F	0.1	1	4.0%	-15.9	1.03	2.8	6.3	1.13	2.9
COc1cccc(-c2nnn(CC(=O)NC3CCCC3)n2)c1OC	-2.9	1	6.0%	-7.4	1	-4.9	-0.9	1.05	3.0
Cn1c(=O)c2cc(S(=O)(=O)Nc3cccc(F)c3)ccc2n(C)c1=O	-1.0	1	6.0%	0.1	1.04	-3.4	-3.5	1.05	4.3
Cn1nnnc1SCc1cccc(CSc2nnnn2C)n1	-1.3	0.9	3.0%	-10.5	0.98	-9.3	-12.4	1.1	-5.0
COc1ccc(OCC(=O)NC2CC(C)(C)NC(C)(C)C2)cc1	-1.3	0.9	7.0%	-5.0	1.02	-7.6	-2.0	1.08	3.5
COc1ccc(CNS(=O)(=O)c2ccc(OC)cc2)cc1	-3.8	/	3.0%	-5.2	1.02	-8.3	-20.2	1.13	1.0
Cc1cc(C)cc(NC(=O)C2CCN(c3nc(C)cc(C)n3)CC2)c1	-0.3	0.9	3.0%	2.6	0.97	-8.8	-12.2	1.16	-8.0
COc1ccc(C)cc1N(CC(=O)NC1CCCC1)C(=O)CCC(=O)Nc1cc(C)on1	-0.5	0.9	7.0%	5.9	0.99	-2.6	9.2	1.04	4.4
Cc1nc(COC(=O)c2ccc(CO)cc2)cs1	-0.9	1	5.0%	8.3	1.02	-19.4	-1.4	1.08	2.3
CCC1CCCCN1C(=O)Nc1ccc(F)cc1 (configuration not stated)	0.0	0.9	9.0%	10.4	1	-11.4	-0.6	1.13	2.9
O=C(CCNS(=O)(=O)c1ccccc1F)NCc1ccc2c(c1)OCO2	1.8	1	4.0%	-4.2	1.01	7.0	2.8	1.07	2.0
Cc1ccc(NC2=NC(C(=O)Nc3ccc(C)c(C)c3)CC(=O)N2)cc1 (configuration not stated)	0.2	0.9	9.0%	-13.5	1.01	-4.3	-2.9	1.07	-1.6
COc1ccccc1-n1c(SCC(=O)Nc2nnc(C)s2)nc2c(c1=O)SCC2	1.4	/	7.0%	-3.2	1.15	-6.1	2.8	1.04	10.4
C=CCn1c(SCC(=O)NC2CCCC2)nc2scc(-c3ccco3)c2c1=O	-2.9	0.9	7.0%	-16.3	1.05	-5.4	4.6	1.27	-4.5
CCCCNC(=O)COC(=O)c1cc2c(C)nn(-c3ccccc3)c2s1	-0.7	0.9	13.0%	10.3	1.04	-7.6	-1.0	2.55*	-55.4
COc1cccc(-c2nc(N3CCCCC3)c3ccccc3n2)c1O	0.7	1	5.0%	/	1.05	-13.6	3.0	1.08	0.4
CN(C)CCCN1C(=O)C(=O)/C(=C(/O)c2ccc3c(c2)OCCO3)C1c1ccccn1 (configuration not stated)	80.7*	1	5.0%	-1.4	1.09	14.9	20.4	1.12	1.2
CCOC(=O)CSc1nnc(CNC(=O)Cc2ccccc2)n1-c1ccccc1OC	0.0	1	7.0%	4.5	0.99	3.6	-10.4	1.08	-3.5
Cc1nc(NC(=O)CSc2ccccc2N)sc1C	-2.5	0.9	6.0%	1.7	0.98	17.3	11.0	1.11	8.6
COc1ccc(OCC(O)CNc2ccc(Br)cc2)cc1 (configuration not stated)	-4.5	0.9	6.0%	7.7	1.02	-5.0	-1.2	1.09	5.7
Cc1ccc(S(=O)(=O)NCC(=O)OCC(=O)N2CCc3ccccc32)cc1	-1.7	0.8	3.0%	-7.2	1.01	-0.5	21.3	1.11	-2.9
Cc1cccc(-n2ccnc2SCC(=O)Nc2nnc(C)s2)c1	3.0	0.9	7.0%	4.8	1	-5.3	2.6	1.04	6.2
Cc1ccc(C(=O)C2=C(O)C(=O)N(CCCn3ccnc3)C2c2ccc(OC(C)C)cc2)o1 (configuration not stated)	-0.8	0.9	8.0%	6.6	1.09	1.9	16.1	1.04	-8.9
COc1ccc(OCc2nnc(SC(C)C(=O)Nc3nccs3)n2-c2ccccc2)cc1 (configuration not stated)	-0.4	1	3.0%	-2.3	1.04	-7.4	-11.0	1.06	1.7
Next part:
SMILES	HTR1A agonist	TNAP act DEA	NADH enzymes	5HT1a antag	Abs 340nm	RORa activator	SF1 activator	Autofluor 339	MMP13 inh
COc1ccc(-c2nnc(NC(=O)c3cc(C)on3)s2)cc1	-2.1	0.9	5.0%	-0.9	1.36	-3.3	15.1	1.03	-0.4
COC(=O)c1ccc(C)c(NS(=O)(=O)c2ccc(NC(C)=O)cc2)c1	0.2	0.9	3.0%	-4.6	1.04	-4.1	23.7	1.03	-4.1
Cc1cccc2[nH]c(-c3ccc(NC(=O)c4ccco4)cc3)nc12	-1.8	0.9	8.0%	18.4	1.15	29.8	74.4*	1.29	2.6
c1ccc(N2CCN(Cc3nnnn3C3CCCCC3)CC2)cc1	1.8	0.9	7.0%	-6.3	1	-21.9	3.5	1.05	-8.3
COc1ccc(C2C(C(C)=O)=C(C)N=c3s/c(=C\c4cc(C)n(C)c4C)c(=O)n32)c(OC)c1 (configuration not stated)	1.6	0.7	5.0%	-6.7	1.09	-5.9	-6.1	1.01	18.3*
COc1ccc(S(=O)(=O)N2CCCN(CC(=O)Nc3ccc4c(c3)OCO4)CC2)cc1	0.6	1	0.0%	21.5	1.01	-34.6	3.7	1.15	2.7
O=C(Nc1nccs1)c1cc2sccc2n1Cc1ccc(F)cc1	-0.9	0.9	10.0%	5.2	1.13	-14.9	-8.6	1.68	0.1
CCCc1cc(C(=O)Cc2ccc(C(=O)OCC)o2)c(O)cc1O	-0.9	0.9	3.0%	7.0	1.1	-6.3	0.0	1.14	-1.9
O=C(Cn1cc2c(n1)CCCC2)NC1CCN(Cc2ccccc2)CC1	-1.6	0.9	2.0%	-7.3	1.01	-1.6	13.9	1.03	0.8
Cn1c(=O)n(CC(=O)NCc2cccnc2)c2ccccc21	-0.4	/	7.0%	10.0	1	1.1	-10.9	1.03	3.3
CCOC(=O)c1cnc2sccn2c1=O	-1.1	1	5.0%[fluoresces]	-0.5	1.16	8.2	14.6	3.33*	-28.3
CCOC(=O)C1CCN(C(=O)Nc2ccc(Cl)cc2)CC1	-2.4	1.1	11.0%	3.9	1.01	-1.4	-8.8	0.97	2.6

Given with values under each structure: entries from further up
Sequence of screens – HTR1A agonist | TNAP act DEA | NADH enzymes | 5HT1a antag | Abs 340nm | RORa activator | SF1 activator | Autofluor 339 | MMP13 inh
- Nc1ccc(-n2nnnc2-c2ccco2)cc1
→ -0.4 | 1.1 | 8.0% | 0.9 | 1.01 | -8.5 | -0.5 | 1.07 | -0.9
- CCCCNC(=O)Nc1ccnn1C1CCCCC1
→ -0.1 | 0.9 | 4.0% | -6.7 | 0.97 | -9.5 | 5.4 | 1 | 5.8
- O=C(CCNS(=O)(=O)c1ccccc1F)NCc1ccc2c(c1)OCO2
→ 1.8 | 1 | 4.0% | -4.2 | 1.01 | 7.0 | 2.8 | 1.07 | 2.0
- O=C(Nc1nccs1)c1cc2sccc2n1Cc1ccc(F)cc1
→ -0.9 | 0.9 | 10.0% | 5.2 | 1.13 | -14.9 | -8.6 | 1.68 | 0.1

Rows are unselected. About 8.9% of those tested had a hit in this group.
